# Screens (PubChem BioAssay)
# DT40 TDP1 CPT: qHTS for Inhibitors of human tyrosyl-DNA phosphodiesterase 1 (TDP1): qHTS in cells in presence of CPT; chicken DT40 Tdp1-/-;hTDP1 cells + 20 nM CPT, ATP luminescence, 48 h; Potency, µM (highest dose often 46.2 µM), without a hit: top-dose activity change, negative = growth inhibition, usual class: inhibitors; hit rate 12% among 420,000; also: nearly all actives have a fitted effect of over 55% in size
#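 Chicken DT40 Tdp1-/- cells stably complemented with human TDP1 were seeded at 400 cells/well in medium containing 20 nM camptothecin, exposed to pin-transferred compounds, and grown at 37 °C for at least 48 hr. Viability was read as ATP luminescence.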
# TDP1 block: qHTS Assay for Inhibitors of Tyrosyl-DNA Phosphodiesterase (TDP1). Tyrosyl-DNA phosphodiesterase 1 (Homo sapiens), Q9NUW8. recombinant TDP1, AlphaScreen DNA substrate cleavage. Potency, µM (doses to about 130 µM), without a hit: top-dose activity change, negative = inhibition, hits mostly inhibitors. hit rate 0.28% among 350,000. AID 485290, 2010; also: nearly all actives have a fitted effect of over 40% in size
# Target sequence (Q9NUW8 whole entry, looked up): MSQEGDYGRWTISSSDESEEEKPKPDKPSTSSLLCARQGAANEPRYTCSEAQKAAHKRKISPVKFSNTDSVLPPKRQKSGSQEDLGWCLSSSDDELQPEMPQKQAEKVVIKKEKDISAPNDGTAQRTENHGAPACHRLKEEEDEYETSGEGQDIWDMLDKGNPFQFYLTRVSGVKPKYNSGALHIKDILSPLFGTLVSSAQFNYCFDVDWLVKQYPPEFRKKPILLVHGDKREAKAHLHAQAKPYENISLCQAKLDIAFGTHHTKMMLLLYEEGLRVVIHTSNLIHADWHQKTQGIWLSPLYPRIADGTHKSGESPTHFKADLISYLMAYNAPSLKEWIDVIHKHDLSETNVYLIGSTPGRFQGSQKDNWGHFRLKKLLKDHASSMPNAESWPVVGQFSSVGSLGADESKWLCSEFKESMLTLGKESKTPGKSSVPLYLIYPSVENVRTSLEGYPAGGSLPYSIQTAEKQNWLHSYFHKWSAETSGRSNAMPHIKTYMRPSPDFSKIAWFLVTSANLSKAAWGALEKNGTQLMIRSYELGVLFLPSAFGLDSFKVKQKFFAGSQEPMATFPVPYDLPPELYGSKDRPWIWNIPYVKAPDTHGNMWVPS
#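 E. coli-derived human Tdp1, 1 nM final. Cpd preinc 15 min RT; substrate 15 nM final, 5 min RT; AS bead mix 10 ug/ml final, 10 min RT. Signal loss = tyrosine-FITC cleavage. No-enzyme wells = max signal.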
# TDP1 cell noCPT: qHTS for Inhibitors of human tyrosyl-DNA phosphodiesterase 1 (TDP1): qHTS in cells in absence of CPT. DT40 Tdp1-/- hTDP1 cells, no CPT, ATP luminescence, 48 h. Potency, µM (top dose mostly 46.2 µM), inactives show at the highest dose activity change, negative = growth inhibition, actives largely listed as inhibitors. hit rate 15% among 420,000. AID 686978, 2013; also: nearly all actives have a fitted effect of over 55% in size
#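 Seeded 400 DT40-hTDP1 cells/well (vehicle DMSO, no 20 nM CPT); pinned compounds; ≥48 hr at 37 °C; CellTiter-Glo luminescence as viability measure.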
# Numbers without * were called inactive; ? = inconclusive; / = not tested or not shown; & = joins results of further samples; [ ] = another dose, or the depositor's remark. Calls follow the shape of the dose curve; as a rule, active = well fitted curve in the direction sought with a large enough effect; inconclusive = small, poorly fitted or top-dose-only effect, or another doubt; inactive = no such curve, though single readings can be large; an effect the other way counts as inactive or inconclusive. % is scaled to controls: 0 for no effect and ±100 for the full control effect; potency is read from the fitted curve at half-maximal effect. An unsorted share of the library. About 18% of those tested had a hit in this group.
SMILES | DT40 TDP1 CPT | TDP1 block | TDP1 cell noCPT
O=C(COc1ccccc1)NC1CCCCC1 | -17.7% | 2.5% | -4.9%
O=C(CN1CCN(S(=O)(=O)c2ccc(F)cc2)CC1)NC1CCCC1 | -8.3% | 4.2% | -2.4%
CCn1c(C(=O)N2CCC(C(=O)NCCc3ccccc3)CC2)cc2sccc21 | ? | -4.9% | 25.9µM*
Cc1[nH]n(-c2nc(-c3ccc(Cl)cc3)cs2)c(=O)c1N=Nc1ccc(O)cc1 | 2.59µM* | 3.0% | 5.8µM*
COc1ccc(CCN2C(=O)CC(N3CCOCC3)C2=O)cc1 (stereo not given) | -9.8% | 0.4%[56.1 µM] | 5.4%
COc1ccc(/C=N\NC(=O)c2ccccc2OC)cc1COc1c(F)c(F)c(F)c(F)c1F | -5.3% | 0.2% | -20.9%
O=C(CC(=O)Nc1ccc(F)cc1F)Nc1ccc(F)cc1F | -1.3% | / | 2.4%
COc1ccccc1CNC(=O)CCS(=O)(=O)c1ccc2c(c1)oc(=O)n2C | -18.2% | 4.2% | -15.1%
N#Cc1ccccc1NC(=O)CSc1nnc(-c2ccccc2)n1-c1ccccc1 | 23.1µM* | 0.0% | ?
COC(C[C@@H]1O[C@@H]1[C@@H](O)[C@H](C)OCc1ccccc1)OC | -5.1% | 0.0% | -7.0%
C#Cc1ccc([C@H]2C=C(C(=O)NCc3ccccc3)O[C@@H](OCC)[C@@H]2CCCO)cc1 | ? | 6.4% | ?
c1ccc(CCN2CCN(c3ncnc4c3cnn4-c3ccccc3)CC2)cc1 | 23.1µM* | 2.2% | 18.4µM*
C/C(CC(=O)NC1CCCCC1)=N\NC(=O)c1ccccn1 | 0.2% | 8.4% | 9.9%
Cc1ccc(S(=O)(=O)Nc2cccc(Cl)c2)cc1NC(=O)C1CC1 | ? | -0.5% | ?
CCc1ccc(-c2cc(C)no2)cc1S(=O)(=O)NC(C)Cc1ccco1 (stereo not given) | ? | 5.7% | -0.5%
O=C(CCNC(=O)c1ccc([N+](=O)[O-])cc1)Nc1ccccc1N1CCCC1 | 2.2% | 10.0% | -28.1%
O=C(O)CC1=C(Nc2ccccc2)C(=O)N(c2ccccc2)C1c1ccc(Br)cc1 (stereo not given) | 13.0% | 2.5% | -18.1%
Cc1cc(C=O)c(C)n1-c1ccc(NC2CCCCC2)c([N+](=O)[O-])c1 | ? | -1.0% | ?
COc1ccc(-n2cc(-c3ccccc3)c3c(SC(C)C(C)=O)ncnc32)cc1 (stereo not given) | -10.9% | 2.9% | -9.2%
Cc1ccnc(N2CCCC(C(=O)Nc3cccc(C)c3C)C2)n1 (stereo not given) | -3.7% | / | -21.9%

# Grouped by structure, those above with a halogen (6)
SMILES | DT40 TDP1 CPT | TDP1 block | TDP1 cell noCPT
O=C(CN1CCN(S(=O)(=O)c2ccc(F)cc2)CC1)NC1CCCC1 | -8.3% | 4.2% | -2.4%
Cc1[nH]n(-c2nc(-c3ccc(Cl)cc3)cs2)c(=O)c1N=Nc1ccc(O)cc1 | 2.59µM* | 3.0% | 5.8µM*
COc1ccc(/C=N\NC(=O)c2ccccc2OC)cc1COc1c(F)c(F)c(F)c(F)c1F | -5.3% | 0.2% | -20.9%
O=C(CC(=O)Nc1ccc(F)cc1F)Nc1ccc(F)cc1F | -1.3% | / | 2.4%
Cc1ccc(S(=O)(=O)Nc2cccc(Cl)c2)cc1NC(=O)C1CC1 | ? | -0.5% | ?
O=C(O)CC1=C(Nc2ccccc2)C(=O)N(c2ccccc2)C1c1ccc(Br)cc1 (stereo not given) | 13.0% | 2.5% | -18.1%

# Back to the main list, repeating the three entries before the break.
SMILES | DT40 TDP1 CPT | TDP1 block | TDP1 cell noCPT
Cc1cc(C=O)c(C)n1-c1ccc(NC2CCCCC2)c([N+](=O)[O-])c1 | ? | -1.0% | ?
COc1ccc(-n2cc(-c3ccccc3)c3c(SC(C)C(C)=O)ncnc32)cc1 (stereo not given) | -10.9% | 2.9% | -9.2%
Cc1ccnc(N2CCCC(C(=O)Nc3cccc(C)c3C)C2)n1 (stereo not given) | -3.7% | / | -21.9%
CC(=O)O[C@H]1C[C@@H]2CC[C@@H]3[C@H](CC[C@@]4(C)[C@H]3C[C@H](N3CC[N+](C)(C)CC3)[C@@H]4OC(C)=O)[C@@]2(C)C[C@@H]1N1CC[N+](C)(C)CC1 | -14.8% | / | -25.8%
CCc1ccc(NC(=O)N(CCN2CCOCC2)C2CCN(C(C)=O)CC2)cc1 | -2.5% | 6.0% | -4.7%
Cc1ccc2cc(CNC(C)(C)C)c(=O)[nH]c2c1 | -3.3% | 9.5% | -9.8%
CCOC(=O)c1ccc(NS(=O)(=O)c2c(C)[nH]c(C)c2C(=O)N2CCCCC2)cc1 | ? | 8.5% | -25.6%
CC/C(=N\NC(=O)c1ccccc1Cl)c1ccc(Br)s1 | ? | 0.0% | ?
COc1ccc2ccccc2c1/C=N/NC(=O)c1cccc(C)c1 | -8.4% | / | ?
COc1cc(C2SCC(=O)N2Cc2ccccc2)ccc1O (stereo not given) | -16.1% | / | -9.7%
CCCOP(=O)(c1ccc(N(C)C)cc1)C(Nc1ccccc1)c1ccc(N(C)C)cc1 (stereo not given) | 8.2µM* | 5.6% | 2.31µM*
O=C(CSCc1c(Cl)cccc1Cl)N1CCOCC1 | -10.3% | 2.4% | -1.4%
CC(CNC(=O)c1ccc(CSc2nc3ccncc3n2Cc2cccc(F)c2)cc1)c1ccccc1 (stereo not given) | 23.1µM* | 2.0% | ?
Cc1ccc(-c2ccnc3nc(Sc4ncc(C(F)(F)F)cc4Cl)nn23)cc1 | -7.5% | 5.1% | -13.8%
COc1ccc(NC(=O)CSc2nnc(C)s2)cc1S(=O)(=O)N1CCOCC1 | -6.2% | 0.1% | 4.5%
CN(Cc1ccccc1)C(=O)c1cccc(NC(=O)Cc2ccc(NC(=O)C3CCCN(C(=O)C4CCCCC4)C3)cc2)c1 (stereo not given) | 16.4µM* | / | ?
CC1(c2ccccc2)CC(C)(C)N(C(=O)c2ccccc2Cl)c2ccccc21 (stereo not given) | 6.51µM* | / | 5.17µM*
O=C(/C=C/c1ccco1)Nc1cccc2cccnc12 | 0.2% | 20µM* | -14.1%
C/C(Cl)=C\CSc1nnc2n(N)c(=O)c3ccccc3n12 | -23.9% | -2.0% | -17.4%
CCn1cc(C(=O)N2CCN(c3cc(C)ccc3C)CC2)c(=O)c2cc(S(=O)(=O)N(C)C3CCCCC3)ccc21 | ? | -2.3% | 18.4µM*
C/C(CC1CC(COCC(C)C)OC1=O)=N\Nc1nc(-c2ccccc2)cs1 (stereo not given) | ? | 5.6% | ?
O=C(NCCCn1ccnc1)c1nn2c(C(F)(F)F)cc(-c3ccc(Br)cc3)nc2c1Cl | 23.1µM* | 0.0% | 16.4µM*
CCOC(=O)c1c(C)[nH]c(C)c1C(=O)CSc1nnc(-c2ccncc2)n1Cc1ccccc1 | -1.7% | 9.0% | -7.8%
COc1ccc(Br)c(C(=O)OCC(=O)NC(=O)NC2CCCC2)c1 | ? | -3.5% | ?
Cc1ccc(C(=O)N2CCN(C/C=C/c3ccccc3)CC2)cc1S(=O)(=O)N1CCOCC1 | ? | / | -41.1%
O=C(N/N=C/c1c(O)ccc2ccccc12)c1[nH]ncc1Br | 2.59µM* | 2.7% | 4.61µM*
Cc1nc(C(N)=O)nc2ccccc12 | 0.4% | 2.5% | -2.7%
Cc1nn(-c2ccccc2)nc1C(N)=O | 4.2% | 5.7% | -11.2%
O=C(Nc1ccccc1)c1cc(C2COCCN2C(=O)C2CC2)on1 (stereo not given) | -14.8% | / | -1.3%
Cc1ccc2oc(C(=O)NCc3ccc(S(N)(=O)=O)cc3)cc(=O)c2c1 | 3.8% | / | 4.1%
COc1cc(S(=O)(=O)Nc2cccnc2)ccc1F | -2.7% | 4.3% | -6.8%
Cc1cc(C(=O)NCc2ccco2)sc1C | -3.2% | 0.2% | 20.9%
NC(=O)c1cc(-c2ccccc2)sc1NC(=O)Cc1ccc(S(=O)(=O)N2CCOCC2)s1 | 11.2% | 7.8% | -6.7%
CCOC(=O)c1c(NC(=O)CSc2nnc(-c3ccccc3)o2)sc(C(C)=O)c1C | 16.4µM* | 2.3% | 23.1µM*
CC(C)C(OC(=O)CN1C(=O)c2ccccc2C1=O)C(=O)NC1CCCCC1 (stereo not given) | 1.3% | -14.0% | -3.4%
COC(=O)c1ccccc1NS(=O)(=O)c1ccc2c(c1)CCCN2C(C)=O | -17.0% | -2.3% | ?
O=[N+]([O-])c1cc2c(cc1CN1CCN(CCOCCO)CC1)OCO2 | ? | / | -15.2%
CCCCNC(=O)c1nc(C2CCN(S(=O)(=O)c3ccc(F)c(F)c3)CC2)oc1-c1ccccc1 | 10.3µM* | / | 6.51µM*
COc1ccc(C)cc1Nc1n[n+](-c2ccccc2)c(-c2ccc(C(=O)O)cc2)s1 | -7.5% | / | -8.6%
O=C(OCc1cn([C@H]2CN(CC3CCCCC3)[C@@H](c3ccc(Cl)cc3)C[C@@H]2O)nn1)c1ccccc1 | ? | / | 16.4µM*
CCc1ccc(NC(=O)C2CCN(S(=O)(=O)c3ccc4c(c3)NC(=O)C(C)S4)CC2)cc1 (stereo not given) | 18.4µM* | 3.3% | ?
CCOC(=O)C(=CNc1ccc(OC)cc1[N+](=O)[O-])C(=O)OCC | 16.4µM* | 0.0% | 11.6µM*
CCOC(=O)c1nn(-c2ccccc2)c(=O)c(C#N)c1C | -5.9% | 4.2% | -0.1%
CN1CCCN(C(=O)c2c(F)cccc2Cl)CC1 | -29.7% | 1.8% | 21.1%
Fc1ccc(N2CCN(c3nc(-c4ccco4)cc(C(F)(F)F)n3)CC2)cc1 | -10.5% | 5.7% | -27.0%
COc1ccc(-n2nnnc2C2CCN(S(=O)(=O)c3ccc(NC(C)=O)cc3)CC2)cc1 | 5.8µM* | 0.0% | 4.61µM*
CCN(C[C@H]1N[C@@](CC)(C(=O)OC)[C@H]2C(=O)N(C)C(=O)[C@@H]12)C(=O)c1ccc(F)cc1 | 14.3% | 3.9% | 2.4%
COc1ccc(OC)c(/C=C/c2[nH]c(=O)[nH]c(=O)c2[N+](=O)[O-])c1 | 18.6% | / | 1.8%
O=S(=O)(c1ccc2c(c1)CCCN2)N1CCCCC1 | -6.3% | 0.7% | -26.2%
CC(=O)c1ccc(NC(=O)CN2c3cccc4cccc(c34)S2(=O)=O)cc1 | 11.6% | -3.2% | ?
CC(=O)Nc1ccc(OCC(O)CNC(C)C)cc1 (stereo not given) | -8.3%&14.5% | 2.7% | 1.5%&-4.0%
CONC(=O)c1cc(OCC(F)(F)F)ccc1OCC(F)(F)F | 10.5% | 2.9% | 2.9%
Cc1ccc(S(=O)(=O)c2[nH]c(-c3ccccc3)nc2SCCC(=O)O)cc1 | 3.5% | 5.7% | 0.6%
CC(NC(=O)C1CCC(CNC(=O)[C@@H]2Cc3ccccc3CN2)CC1)c1ccccc1 (stereo not given in full) | -22.0% | 6.7% | 8.7%
Cc1ccc(C2CC(=O)C=C(NCC(C)C)C2)cc1 (stereo not given) | ? | 0.0% | 20.6µM*
Nc1ccc(NC(=O)c2cccs2)cc1 | -9.8% | 1.2% | -7.8%
Cc1cccc2cc3c(NC(=O)c4ccccn4)nn(C)c3nc12 | ? | 1.0% | 9.2µM*
O=C(NCc1ccccc1)c1cccc(COc2ccccc2Cl)c1 | -14.7% | -5.9% | -24.3%
CCN(CC)C(=O)Cc1cn(C)c2ccccc12 | -0.2% | -2.6% | 25.9%
Cc1ccc(NC(=O)c2nccnc2C(=O)O)cc1C | -8.4% | 3.9% | 0.9%
CCC(=O)NCc1csc(-c2cccs2)n1 | 14.8% | 2.9% | -27.0%
Cc1cn([C@H]2C[C@H](O)[C@@H](/C=C/C(=O)NCc3ccc(N(C)C)cc3)O2)c(=O)[nH]c1=O | 6.0% | / | 10.2%
CC(=O)c1ccc(N2CCN(C(=O)C3CCC3)CC2)cc1 | -3.6% | 2.2% | 0.3%

# Other results
SMILES | DT40 TDP1 CPT | TDP1 block | TDP1 cell noCPT
COc1ccc(C(C[N+](=O)[O-])c2c(C)[nH]c3ccccc23)cc1OC (stereo not given) | ? | 2.6% | ?
Cc1cccc(OCCCC(=O)NCCc2ccccc2)c1 | 3.3% | 2.7% | -17.7%
CCNc1nn2ccccc2c1/C=C(\C#N)C(=O)OCC | ? | 1.3% | 16.4µM*
CCOC(=O)C(C)n1cnc2sc3c(c2c1=O)CCC3 (stereo not given) | -10.2% | 0.0% | -10.8%
COc1cccc(Nc2nc(C(N)Cc3ccccc3)cs2)n1 (stereo not given) | 13µM* | / | 16.4µM*
